# Source: PubChem (National Center for Advancing Translational Sciences (NCATS))
# ERG Ets-DNA blk: qHTS for Small Molecule Inhibitors of the ERG Ets/DNA interaction. Transcriptional regulator ERG (Homo sapiens), P11308. fluorescence polarization, His-ERG Ets domain / labelled DNA. Potency, µM (highest dose often 76.9 µM), for inactives: at the highest dose FP activity, negative = inhibition, usual class: inhibitors. 370,000 tested, 0.028% active. AID 624246, 2012; active = well fitted inhibition curve with a large enough effect in the polarisation, with a control signal flat; inconclusive = small, poorly fitted or top-dose-only effect, or effect the other way, or a change in a side signal; inactive = no such curve, though single readings can be large or run the other way; the % refers to the polarisation;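 also: polarization taken with two DNA probes labelled with fluorescein and Texas red; potency is read from the fitted curve at half-maximal effect; % of control where 0% means no effect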
#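 His-tagged ERG Ets domain (1 uM in the protein solution; 300mM KCl, 50mM Tris-HCl, 1mM EDTA, 1mM DTT, pH 7.5) received compound, then a probe mix of 5 nM fluorescein-DNA and 100nM Texas-615-DNA. Fluorescence polarization was read for both dyes.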
# Vif-APOBEC3F blk: qHTS for Inhibitors of Vif-A3F Interactions: qHTS; AID 602313, 2012; HeLa A3F-eYFP + Vif (tagged APOBEC3F with the HIV-1 protein that degrades it), YFP fluorescence increase; Potency, µM (top dose mostly 46.1 µM), for inactives: top-dose activity, negative = active; 390,000 tested, 0.2% active; also: potency is read from the fitted curve at half-maximal effect; % of control where 0% means no effect; nearly all actives have a fitted effect of over 65% in size
#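 Fluorescence increase (Ex 488/Em 500-530) after overnight compound treatment at 37 deg C flags inhibition of Vif-driven A3F-eYFP loss in stable HeLa A3F-eYFP/Vif cells seeded overnight beforehand.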
# RGS4 inhibitor: Inhibitors of Regulator of G Protein Signaling (RGS) 4: qHTS; Regulator of G-protein signaling 4 (Homo sapiens), P49798; Potency, µM (top dose mostly 114 µM), for inactives: top-dose activity change, negative = inhibition, usual class: inhibitors; Transcreener GDP fluorescence polarization, RGS4-accelerated GTP hydrolysis; AID 504845, 2011; 390,000 tested, 0.039% active; also: potency is read from the fitted curve at half-maximal effect; % is scaled to controls: 0 for no effect and ±100 for the full control effect; nearly all actives have a fitted effect of over 75% in size; some results filed as inactive show a strong effect at the top dose
#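 MLSMR compounds (23 nl, pin-transferred) preincubated 10 min at room temperature with a 500nM (2x) first reagent, then RGS4 at 900nM (2x) plus Transcreener GDP mix added; fluorescence polarization (620/688 nm) read before and after 90 min at 30 °C.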
# D2 agonist: HTS Assay for Allosteric Agonists of the Human D2 Dopamine Receptor: Primary Screen for Agonists | activation, % at 2 µM | HEK293 T-REx D2 cells, calcium flux agonist mode | 340,000 tested, 0.53% active;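 active = activation over 3 SD above normal in the single-dose calcium agonist read, cut at about 30% in these data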; also: 0% is about no effect
# Target sequence (P14416 whole entry, looked up): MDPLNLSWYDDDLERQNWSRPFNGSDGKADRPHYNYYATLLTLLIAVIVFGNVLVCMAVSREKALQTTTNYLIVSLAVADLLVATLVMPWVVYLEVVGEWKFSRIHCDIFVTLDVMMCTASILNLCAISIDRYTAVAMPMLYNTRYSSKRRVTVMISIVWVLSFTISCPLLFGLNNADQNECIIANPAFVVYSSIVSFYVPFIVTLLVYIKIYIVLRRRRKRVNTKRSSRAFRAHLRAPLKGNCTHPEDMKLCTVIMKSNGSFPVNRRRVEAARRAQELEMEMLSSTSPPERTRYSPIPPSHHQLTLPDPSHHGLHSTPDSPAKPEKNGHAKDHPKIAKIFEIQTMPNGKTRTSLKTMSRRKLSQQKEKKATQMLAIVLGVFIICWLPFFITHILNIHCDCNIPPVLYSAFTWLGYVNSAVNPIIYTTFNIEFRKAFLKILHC
#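 Agonism scored from kinetic calcium signal (1 read/sec, 180 s) following compound pin transfer, after a 10 s baseline. Cells: HEK293 Trex line expressing inducible D2 receptor coupled to calcium, dye-loaded after overnight culture at 30 C.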
# D2 antagonist: HTS Assay for Allosteric Antagonists of the Human D2 Dopamine Receptor: Primary Screen for Antagonists | HEK293 TREx D2 cells, calcium flux, dopamine EC80 | inhibition, % at 10 µM | 340,000 tested, 2% active | AID 485344, 2010; in the data active = inhibition above about 30%; also: 0% is about no effect
#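 Tetracycline-induced HEK293 TREx cells expressing D2 receptor forced-coupled to calcium signalling, loaded with no-wash calcium dye. Compounds added and calcium flux read 180 s, then dopamine added at EC80 and read a further 180 s.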
# 12-LOX inh: Primary qHTS assay for inhibitors of human arachidonate 12S-lipoxygenase (ALOX12): Round 2; Polyunsaturated fatty acid lipoxygenase ALOX12 (Homo sapiens), P18054; purified 12hLO, xylenol orange hydroperoxide absorbance; Potency, µM (doses to about 108 µM), without a hit: top-dose activity change, negative = inhibition, hits mostly inhibitors; 580,000 tested, 1.1% active; AID 1671190, 2021; also: potency is read from the fitted curve at half-maximal effect; % is scaled to controls: 0 for no effect and ±100 for the full control effect
# Target sequence (P18054 whole entry, looked up): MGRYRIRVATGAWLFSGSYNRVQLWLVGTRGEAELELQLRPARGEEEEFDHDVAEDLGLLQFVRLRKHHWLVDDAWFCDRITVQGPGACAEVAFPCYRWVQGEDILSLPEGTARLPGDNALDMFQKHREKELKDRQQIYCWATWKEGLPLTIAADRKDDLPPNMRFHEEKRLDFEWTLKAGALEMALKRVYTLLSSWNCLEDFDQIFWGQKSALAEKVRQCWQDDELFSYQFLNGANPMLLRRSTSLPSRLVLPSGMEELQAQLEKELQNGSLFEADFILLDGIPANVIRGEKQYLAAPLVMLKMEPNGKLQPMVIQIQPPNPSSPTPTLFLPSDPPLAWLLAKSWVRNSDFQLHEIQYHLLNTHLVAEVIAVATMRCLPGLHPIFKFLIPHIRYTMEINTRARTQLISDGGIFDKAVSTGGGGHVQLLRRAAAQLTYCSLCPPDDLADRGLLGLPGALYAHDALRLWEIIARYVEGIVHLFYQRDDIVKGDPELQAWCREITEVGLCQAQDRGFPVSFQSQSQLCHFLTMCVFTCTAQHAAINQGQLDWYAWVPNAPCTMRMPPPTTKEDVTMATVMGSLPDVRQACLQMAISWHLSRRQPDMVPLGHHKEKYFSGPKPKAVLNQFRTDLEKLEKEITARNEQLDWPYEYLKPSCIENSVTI
#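 Purified human 12hLO at 150 nM in 25 mM Hepes, 0.01% Triton X-100, pH 7.0, preincubated 15 min at room temperature with compound. Reaction started with 40 uM arachidonic acid, 30 min at room temperature. Hydroperoxide measured by Fe-xylenol orange, 573/405 nm absorbance ratio.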
# Vif-APOBEC3G blk: qHTS for Inhibitors of Vif-A3G Interactions: qHTS | AID 602310, 2012 | HeLa A3G-eYFP + Vif (tagged APOBEC3G with the HIV-1 protein that degrades it), YFP fluorescence, overnight | 410,000 tested, 0.076% active | Potency, µM (doses to about 46.1 µM), for inactives: at the top dose activity, negative = active, actives largely listed as inhibitors | DNA dC->dU-editing enzyme APOBEC-3G (Homo sapiens), Q9HC16;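 also: potency is read from the fitted curve at half-maximal effect; % is scaled to controls: 0 for no effect and ±100 for the full control effect; nearly all actives have a fitted effect of over 60% in size; hits raise eYFP signal because A3G escapes Vif-driven loss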
#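 Read-out is eYFP fluorescence (Ex 488/Em 500-530) from Vif-expressing HeLa A3G-eYFP cells; more signal means A3G escaped Vif-mediated degradation. Cells plated overnight, compound pinned in, incubated overnight at 37 deg C.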
# GRP78 ERSR act: qHTS for Inducers of the Endoplasmic Reticulum Stress Response (ERSR) in Human Glioma: qHTS. U87-MG GRP78 promoter luciferase reporter, 16 h. Potency, µM, without a hit: at the top dose activation, actives largely listed as activators. 420,000 tested, 0.02% active; also: potency is read from the fitted curve at half-maximal effect; series mostly up to about 76 µM; % of control where 0% means no effect; nearly all actives have a fitted effect of over 35% in size
#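 Stably transfected U87-MG human glioma cells carrying a GRP78-based luminescent sensor were seeded at 1000 cells/well, pin-dosed with compounds and incubated 16 h. Luciferase reagent was then added, and end-point luminescence was read after 10 min at room temperature.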
# LDHA inh: qHTS assay for inhibitors of human lactate dehydrogenase; 480,000 tested, 0.15% active; purified LDHA, NADH/diaphorase-resazurin fluorescence; active compounds read low; L-lactate dehydrogenase A chain (Homo sapiens), P00338; activity change, % (values are at about 110 or 230 µM); AID 1347041, 2019; in the data active = activity change below about -30%; inconclusive = mostly about -25% to -30%;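 also: plate controls were DMSO wells for no effect and wells without enzyme for full effect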
#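 Human LDH5 (2 nM) was incubated with 0.06 mM NADH and 0.2 mM pyruvate for 5 min at room temperature in Tris pH 7.4. Remaining NADH was coupled through diaphorase/resazurin, and resorufin fluorescence was read at 0 and 20 min.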
# * marks the source's active call; other numbers are inactive results; ? = inconclusive; . = no result given; & = joins results of further samples; [ ] = remark or other dose. Unless noted, calls follow the shape of the dose curve; as a rule, active = well fitted curve in the direction sought with a large enough effect; inconclusive = small, poorly fitted or top-dose-only effect, or another doubt; inactive = no such curve, though single readings can be large; an effect the other way counts as inactive or inconclusive. Only part of the results is shown; count on the stated rates, not on these rows.
No.	compound	ERG Ets-DNA blk	Vif-APOBEC3F blk	RGS4 inhibitor	D2 agonist	D2 antagonist
1	CCOCN(C(=O)Cn1cnc2ccccc21)c1c(C)cccc1CC	2%	-16%	-54%	0.4	-5
2	NNC(=O)C1CC(O)CN1S(=O)(=O)c1ccc(Cl)cc1 (stereo not drawn)	-5%	-15%	-6%	2.6	-7
3	Cn1c(-c2ccc(F)cc2)cnc1NCc1cccc(F)c1	1%	1%	16%	-0.3	-19
4	Cc1cc2c(cc1C)[n+](C)cn2CC(O)COCC1CC=CCC1 (stereo not drawn)	-11%	0%	?	0.4	1
5	COc1ccc(C(NC(=O)C2CCN(CCOc3ccccc3)CC2)c2ccccn2)cc1 (stereo not drawn)	.	.	.	.	.
6	C/C=C/c1ccc(OCCCn2cncn2)c(OC)c1	-2%	-1%	17%	-0.4	-9
7	CC(=O)Nc1ccc(NC(=O)C(C)OC(=O)c2ccc(-n3cnnn3)cc2)cc1 (stereo not drawn)	6%	-11%	-22%	-0.2	1
8	CCOc1ccccc1N(C(=O)CNC(=O)c1ccco1)C(C(=O)NC1CCCC1)c1cccnc1 (stereo not drawn)	-1%	1%	-18%	0.6	4
9	O=C(CNCC1CCCO1)Nc1ccccc1N1CCOCC1 (stereo not drawn)	-4%	-1%	-7%	0.1	-2
10	CCCCn1c(N)c(N(CCC(C)C)C(=O)CSc2nnc(C)s2)c(=O)[nH]c1=O	-11%	2%	-8%	-0.3	-1
11	CN(CC(=O)Nc1cccc(F)c1)C(=O)c1ccc2c(c1)CC(c1ccccc1)OC2=O (stereo not drawn)	3%	10%	-5%	1.0	17
12	N#CC1(NC(=O)Cn2cc(C(F)(F)F)cc(Cl)c2=O)CCCCC1	8%	-2%	30%	0.7	15

No.	12-LOX inh	Vif-APOBEC3G blk	GRP78 ERSR act	LDHA inh
1	-8%	0%	-2%	-1
2	10%	-1%	-5%	-2
3	?	-20%	-1%	-12
4	?	1%	-7%	-9
5	-2%	-1%	-5%	-6
6	?	2%	0%	-21
7	?	1%	-3%	-2
8	346%[activator][57.4 µM]	1%	-5%	-1
9	?	3%	-4%	?
10	0%	1%	-2%	1
11	-24%	-22%	-1%	-5
12	-20%	2%	9%	0

# The closing two compounds of the part above come first, to join the parts.
No.	compound	ERG Ets-DNA blk	Vif-APOBEC3F blk	RGS4 inhibitor	D2 agonist	D2 antagonist
11	CN(CC(=O)Nc1cccc(F)c1)C(=O)c1ccc2c(c1)CC(c1ccccc1)OC2=O (stereo not drawn)	3%	10%	-5%	1.0	17
12	N#CC1(NC(=O)Cn2cc(C(F)(F)F)cc(Cl)c2=O)CCCCC1	8%	-2%	30%	0.7	15
13	COc1ccc(Cl)cc1NC(=O)Cn1ccn(-c2cc(C)cc(C)c2)c(=O)c1=O	0%	-13%	7%	0.2	.
14	Cn1c(=O)c2c(ncn2CC(=O)N2CCN(c3ccccc3)CC2)n(C)c1=O	8%	1%	-31%	-0.5	-5
15	COc1ccc2c3c(c(=O)oc2c1OCC(=O)O)CCCC3	3%	9%	-22%	0.1	-4
16	O=C(NC(=S)NC1CCCc2ccccc21)c1ccc(F)cc1 (stereo not drawn)	4%	-7%	-42%	2.0	5
17	CCCOc1ccc(C(=O)N(Cc2cccs2)C2CCS(=O)(=O)C2)cc1 (stereo not drawn)	-9%&5%	3%&3%	11%&2%	-0.2&-0.6	-12
18	Cc1ccc(/C=C2\SC(N3CCN(C(c4ccccc4)c4ccccc4)CC3)=NC2=O)o1	16%	-9%	?	-1.9	-13
19	CC(C(=O)N1CCCCC1)N(C)CC(=O)Nc1ccc(Cl)cc1 (stereo not drawn)	-8%	0%	-100%[56.9 µM]	0.3	-20
20	CCN(CC)S(=O)(=O)c1ccc(/C=C/C(=O)Nc2cccc(F)c2)cc1	-1%	5%	-6%	.	.
21	COc1cc(NC(=O)c2nccnc2N)cc(C(=O)Nc2cccc(C(F)(F)F)c2)c1	-4%	-20%&-24%	23%	0.7	0
22	COC(=O)c1ccc2c(=O)n(CCCCCC(=O)N3CCN(c4ccc(OC)cc4)CC3)c(=O)[nH]c2c1	0%	-8%	6%	.	.
23	Cc1ccc(CNC(=O)c2cc(-c3ccccc3)n(Cc3cc(C)no3)n2)cc1	0%	1%	-5%	-0.9	2
24	COc1cccc(S(=O)(=O)N(C)C[C@H]2OCc3cnnn3CCCC(=O)N([C@@H](C)CO)C[C@@H]2C)c1	.	1%	.	.	.

No.	12-LOX inh	Vif-APOBEC3G blk	GRP78 ERSR act	LDHA inh
11	-24%	-22%	-1%	-5
12	-20%	2%	9%	0
13	-29%	-12%	2%	-2
14	-58%	4%	-3%	0
15	-15%	-2%	-5%	-3
16	18µM*	-11%	-2%	1
17	?	1%&2%	-2%&-3%	-6&1
18	3.5µM*	-5%	0%	5
19	-19%	2%	0%	-1
20	-13%	0%	2%	0
21	19%&-8%	-15%&-8%	-5%&-1%	-5&-7
22	?	-2%	1%	1
23	?	0%	-2%	2
24	-3%	1%	-4%	1

# Continued:
No.	compound	ERG Ets-DNA blk	Vif-APOBEC3F blk	RGS4 inhibitor	D2 agonist	D2 antagonist
25	O=c1cc(-c2ccccc2F)nc(-c2ccccc2F)o1	4%	1%	-16%	0.8	-5
26	CSCCC(NC(=O)COc1ccccc1)C(=O)OCC(=O)c1cc2ccccc2o1 (stereo not drawn)	-8%	-22%	-7%	0.6	2
27	CCc1cc2cc(C)cc(C)c2nc1Cl	10%	4%	-4%	-0.9	11
28	O=C(NCC1CCCO1)c1cc2ccccc2oc1=O (stereo not drawn)	7%	-9%	3%	3.1	9
29	CCC(=O)NC(=S)Nc1cccc(NC(=O)c2ccccc2C)c1	-5%	2%	-19%	-0.5	-20
30	Cc1ccc2c(c1)nnn2C1CCN(S(=O)(=O)c2ccc(C(=O)N(C)C)cc2)CC1	-8%	-3%	2%	0.9	6
31	Cc1cc(C)c(NC(=O)CSc2nnc(-c3ccccn3)n2N)c(Cl)c1	-12%	1%	-8%	0.7	0
32	COc1ccc(NC(=O)C2CCN(c3cc(-c4ccccc4)nc4ncnn34)CC2)cc1OC	12%	-4%	-28%	.	.
33	COc1cc(NC(=O)CSc2nc(C)c(C(=O)Nc3ccccc3)c(-c3ccc(OC)c(OC)c3)c2C#N)c(OC)cc1Cl	-2%	-2%	2%	0.6	.
34	CN(CC(=O)Nc1ccc(Cl)cc1)C(=O)CCc1nc2sc3c(c2c(=O)[nH]1)CCCC3	-13%	-15%	-19%	0.0	-19
35	O=C(C1CCN(S(=O)(=O)c2cccc3cccnc23)CC1)N1CCCCC1	9%	-24%	2%	0.3	-4
36	CCOCCCNC(=O)Cc1ccc(OC)c(OC)c1	0%	.	-10%	-0.7	-3

No.	12-LOX inh	Vif-APOBEC3G blk	GRP78 ERSR act	LDHA inh
25	-20%	2%	3%	-5
26	0%	-1%	3%	-11
27	9%	0%	-2%	2
28	0%	-11%	4%	-3
29	4%	-10%	-4%	-7
30	-5%	-2%	-4%	-7
31	149%[activator]	-1%	0%	-8
32	15%	-2%	2%	2
33	-19%	-6%	-2%	-2
34	-26%	-15%	-2%	-10
35	-7%	3%	4%	-1
36	0%	0%	-6%	9

# Values in list order from the list:
# Entries 28–36 in D2 agonist: 3.1, -0.5, 0.9, 0.7, ., 0.6, 0.0, 0.3, -0.7

# More results follow:
No.	compound	ERG Ets-DNA blk	Vif-APOBEC3F blk	RGS4 inhibitor	D2 agonist	D2 antagonist
37	CCOC(=O)C1CCN(S(=O)(=O)C(F)(F)c2nc3ccccc3s2)CC1	.	-2%	-30%	-1.2	8
38	O=C(CSc1nnc(-c2ccccc2)o1)Nc1ccccc1F	-13%	-2%	?	0.9	0
39	CCCCN(Cc1cc2cc(OC)ccc2[nH]c1=O)S(=O)(=O)c1ccc(C)cc1	-10%	-5%	-9%	0.5	-3
40	COc1ccc(CCNc2oc(COc3ccc(F)cc3)nc2C#N)cc1	3%	-2%	-19%	-0.5	-8
41	COC(=O)c1sccc1S(=O)(=O)N(CC(=O)Nc1cc(F)ccc1F)c1ccc(C)c(C)c1	2%	1%	-8%	-0.5	.

No.	12-LOX inh	Vif-APOBEC3G blk	GRP78 ERSR act	LDHA inh
37	-19%	0%	2%	1
38	386%[activator]	1%	-11%	-5
39	230%[activator]	-4%	-5%	-1
40	0%	-1%	-9%	2
41	-11%	?	-1%	3
